Screening data (PubChem BioAssay)
DAX1 inh-1: NR0B1 (DAX1) inhibition; HEK293 Gal4-DAX1 luciferase reporter, luminescence; 340,000 compounds, 0.99% hits; AID 504766; inhibition, % at 6.75 µM; P51843;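 active = inhibition above the mean over all tested compounds plus 3 SD, cut at about 4.2% in these data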;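 also: 0% = DAX1-transfected cells with DMSO and 100% = empty-vector control cells with DMSO; inhibition shows as a rise in luminescence from relieved DAX1 repression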
Target sequence (P51843 207-470 limits assumed): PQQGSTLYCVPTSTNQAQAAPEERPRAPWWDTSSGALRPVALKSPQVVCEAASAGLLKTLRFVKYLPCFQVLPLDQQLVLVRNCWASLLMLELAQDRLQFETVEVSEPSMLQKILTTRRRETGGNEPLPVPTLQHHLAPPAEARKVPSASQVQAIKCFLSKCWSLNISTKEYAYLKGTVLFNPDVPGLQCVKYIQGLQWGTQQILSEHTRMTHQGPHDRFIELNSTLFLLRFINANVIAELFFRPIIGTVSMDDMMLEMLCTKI
FXN GAA850 act: frataxin GAA850 promoter activation. HEK293 lucGAA850 FXN promoter luciferase reporter, 24 h; percent of 10 µM SAHA response. activation, % at 6 µM. 360,000 compounds, 0.56% hits;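 active = activation above the average of all compounds screened plus 3 SD, cutoff fixed separately per campaign, cut at about 7.5% in these data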;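 also: 0% = DMSO wells and 100% = 10 µM SAHA wells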
HGIII-sPLA2 inh: Blocks human group III sPLA2 activity; AID 743126; QFRET BODIPY PC-A2 liposome hydrolysis, fluorescence; Q9NZ20; 370,000 compounds, 0.56% hits; inhibition, % at 12.2 µM;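 active = inhibition above mean plus 3 SD of compounds lying within the high and low control bounds, cut at about 19% in these data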;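 also: 0% = median of test compound wells and 100% = no enzyme DMSO wells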
Target sequence (Q9NZ20 whole entry, looked up): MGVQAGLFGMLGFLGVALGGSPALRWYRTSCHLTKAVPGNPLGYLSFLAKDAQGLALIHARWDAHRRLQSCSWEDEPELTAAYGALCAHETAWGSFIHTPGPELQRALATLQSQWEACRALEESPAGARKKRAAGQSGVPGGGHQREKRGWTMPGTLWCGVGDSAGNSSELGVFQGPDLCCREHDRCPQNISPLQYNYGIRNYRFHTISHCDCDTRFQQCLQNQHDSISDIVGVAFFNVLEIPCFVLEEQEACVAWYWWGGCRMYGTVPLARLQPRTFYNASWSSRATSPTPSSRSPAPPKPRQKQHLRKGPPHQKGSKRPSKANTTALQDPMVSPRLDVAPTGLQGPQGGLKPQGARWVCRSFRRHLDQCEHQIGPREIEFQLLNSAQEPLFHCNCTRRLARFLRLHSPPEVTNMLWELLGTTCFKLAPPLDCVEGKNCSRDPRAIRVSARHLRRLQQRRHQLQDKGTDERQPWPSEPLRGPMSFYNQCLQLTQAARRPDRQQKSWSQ
GC-B act: GC-B (human) receptor activation. P20594. activation, % at 10 µM. AID 1920062. HEK293-GC-B cells, CNP EC30, cGMP TR-FRET; 0% at EC30 CNP, 100% saturating CNP. 370,000 compounds, 0.11% hits;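 active = activation at 10 µM reaching about 35% in either raw or pattern-adjusted values, limit read from the data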
hcDAF-12 act: activates DAF-12 receptor from parasite H. contortus; activation, % at 6.8 µM; 370,000 compounds, 1.4% hits; HEK293 hcDAF-12 lit1-tk-luc reporter, luminescence; 0% DMSO, 100% Δ7-dafachronic acid;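 active = activation above the mean of all tested compounds plus 3 SD, cut at about 5.5% in these data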;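 also: 100% = response to 3 µM Δ7-dafachronic acid high control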
NPR1 activator: GC-A (human) enzyme activation. activation, % at 10 µM. AID 1671463. HEK293 GC-A cells, cGMP TR-FRET, EC30 ANP; 0% at EC30 ANP, 100% saturating ANP. P16066. 370,000 compounds, 0.14% hits; in the data active = activation above about 40%
SMARCA2 activ: SMARCA2 function activation, primary screen; activation, % at 9.1 µM; 370,000 compounds, 1% hits; MG213 cells, MMTV-luciferase reporter, dexamethasone, overnight; AID 652017; in the data active = activation above about 7.8%;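 also: 0% = vehicle wells and 100% = reference activator wells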
ssDAF12 agonist: activators of S. stercoralis DAF-12 nuclear receptor. 370,000 compounds, 1% hits. AID 652126. HEK293 ssDAF-12/GRIP1 lit1-tk-luc reporter, luminescence; % of 3 µM dafachronic acid response. activation, % at 6.8 µM;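 active = activation above the mean over all tested compounds plus 3 SD, cut at about 0.9% in these data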;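 also: 0% = DMSO-only wells and 100% = 3 µM delta7-dafachronic acid wells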
DAX1 inh-2: blocks DAX1 repression of SF-1 activated StAR promoter; HEK293T StAR-luciferase reporter, SF-1/DAX-1 repression relief; inhibition, % at 6.8 µM; 370,000 compounds, 1.1% hits; AID 652010;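 active = inhibition above the mean over all tested compounds plus 3 SD, cut at about 3.6% in these data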;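 also: 0% = DAX-1 cells with DMSO and 100% = cells lacking DAX-1 with DMSO; higher inhibition means more luminescence from relief of DAX-1 repression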
ADAM10 inh: inhibitors of human ADAM10; recombinant ADAM10, EDANS/DABCYL FRET peptide cleavage, 3 h; inhibition, % at 7 µM; O14672; 370,000 compounds, 0.62% hits;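 active = inhibition above a per-campaign cutoff equal to the mean of compounds falling between control-based bounds plus 3 SD, cut at about 20% in these data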;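 also: 0% = DMSO wells while the 100% control is not disclosed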
hgDAF-12 ag: hgDAF-12 agonism, primary luciferase screen | HEK293 GAL4-hgDAF12 UAS-luciferase reporter, agonist luminescence; normalized to butyrate control | activation, % at 6.8 µM | 370,000 compounds, 1.8% hits;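 active = activation above a cutoff set at the mean of all screened compounds plus 3 SD, cut at about 10% in these data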;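 also: 0% = DMSO wells and 100% = sodium butyrate wells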
Starred values were filed as active, the others as inactive; i = inactive; . = not tested or not shown.

mol,ssDAF12 agonist,HGIII-sPLA2 inh,GC-B act,ADAM10 inh,DAX1 inh-1,FXN GAA850 act,NPR1 activator,hcDAF-12 act,hgDAF-12 ag,DAX1 inh-2,SMARCA2 activ
CCC(=O)Nc1ccc(NC(=O)CSc2nnnn2-c2ccc3c(c2)OCCO3)cc1,-1.3,11.6,1.6,-2.5,0.3,-1.2,-1.3,0.2,-0.3,-0.8,-2.8
CC(C)(C)OC(=O)NCCCC[C@@H](C(=O)NCCCCCCCCCCC(=O)N1CCN(C(=O)OC(C)(C)C)CC1)n1cc(CCO)nn1,-2.0,-24.6,-0.1,12.6,-0.9,1.5,3.0,-3.9,-6.4,-1.5,-1.8
CC(=O)c1cccc(NC(=O)CCN2C(=O)C3C4CCC(C4)C3C2=O)c1 (stereo unspecified),-1.3,4.4,-0.5,-13.5,0.1,-0.1,0.3,-1.2,1.4,0.4,-0.8
CCCCNC(=O)C1(C(=O)C2CC2)CC(c2ccccc2C(F)(F)F)=NO1 (stereo unspecified),-0.5,0.2,0.8,-2.0,.,.,-1.5,4.8,-2.5,-0.7,-1.2
CC(C)c1ccc(NC(=O)CSc2nc(-c3ccccc3F)nc3nc[nH]c23)cc1,-1.5,-14.3,-5.3,0.1,-0.5,-0.9,-0.5,2.9,1.0,-0.6,0.7
CC1CN(S(=O)(=O)c2cccc(C(=O)OCC(=O)NCc3ccccc3)c2)CC(C)O1 (stereo unspecified),-1.3,5.2,0.2,-7.4,-1.2,0.9,-0.3,-0.8,-1.9,-0.8,-3.7
CC(=O)Nc1ccc(S(=O)(=O)N2CCc3c(Cl)cccc3C2)cc1,-1.7,5.4,1.9,-3.9,-1.1,-2.9,-2.4,-2.6,-3.3,-1.8,-3.0
O=P1(Nn2cnnc2)C=C(c2ccccc2)OC(c2ccccc2)=C1,-1.0,-16.4,2.5,7.7,-1.0,-1.8,-1.0,0.8,0.6,0.8,-2.3
O=C(Nc1ccc2c(c1)OCCO2)C(c1ccc(C(F)(F)F)cc1)n1c(=O)c(-c2cc3ccccc3[nH]2)nc2ccccc21 (stereo unspecified),0.2,1.2,1.2,-74.3,.,.,6.3,5.2,5.0,0.8,6.8
O=[N+]([O-])c1ccccc1S(=O)(=O)Oc1ccc(C(=S)N2CCOCC2)cc1,-1.7,3.4,2.2,5.8,-1.9,0.7,-0.9,-2.2,-2.8,-1.1,-1.0
O=C(Nc1ncccc1O)c1ccc(Cl)c(S(=O)(=O)N2CCCCC2)c1,0.1,-11.7,-2.3,8.1,-0.4,0.5,-1.0,0.4,-0.8,0.8,-2.7
COC(=O)C1CN(Cc2cn(Cc3ccc(OC)cc3)nn2)CCS(=O)(=O)N1Cc1ccc(C)cc1 (stereo unspecified),-2.0,-5.2,5.2,-3.6,.,.,-3.7,-3.5,-1.3,-1.4,-1.0
COCCCNC(=O)C(=O)NC1CCCCC1C (stereo unspecified),-0.8,3.3,-0.1,3.2,2.4,0.1,-1.6,-1.6,-2.3,0.7,-0.1
C#CCN1C(=O)C(O)(CC(=O)/C=C/C=C/c2ccccc2)c2ccccc21 (stereo unspecified),-1.0,-14.3,-2.1,-0.8,-0.6,-0.7,2.4,0.1,7.9,-0.7,-2.8
COc1cccc(CNC(=O)CCNS(=O)(=O)c2cccc3nonc23)c1,-1.2,0.2,3.4,-3.1,1.3,2.6,0.9,-2.0,-1.3,0.0,-1.3

Continuation:
mol,ssDAF12 agonist,HGIII-sPLA2 inh,GC-B act,ADAM10 inh,DAX1 inh-1,FXN GAA850 act,NPR1 activator,hcDAF-12 act,hgDAF-12 ag,DAX1 inh-2,SMARCA2 activ
COc1ccc(C(C#N)=C2C=CC(=NO)C(C)=C2Cl)cc1,-1.2,-19.1,-1.2,-11.3,-1.2,-4.7,-2.0,-1.8,-1.9,-1.5,-3.6
O=c1ncn(-c2cccc(Cl)c2)c2ccccc12,-0.7,-2.6,-20.2,-3.5,-1.4,-0.7,-10.1,-0.6,3.5,-0.1,-2.2
Cc1cc(S(=O)(=O)N2CCCC2)ccc1OCC(=O)N1CCCCC1,-1.5,-2.0,1.5,-1.4,1.1,0.7,-1.5,-2.9,-0.5,-0.8,3.8
CCC(CO)NC(=O)c1cccc(S(=O)(=O)N2c3ccccc3CC2C)c1 (stereo unspecified),-1.0,-2.3,-1.1,3.2,-0.8,1.5,0.2,-0.5,1.4,-0.2,-5.8
NC(=S)N/N=C/c1ccc(-c2ccccc2)o1,-1.4,13.4,-14.5,-59.2,2.3,0.2,-6.7,-0.5,6.7,-1.5,-0.2
Cc1cccc(OCC(=O)NCC(=O)N/N=C/c2ccccc2)c1,-0.7,-8.3,-7.1,-2.0,-0.5,0.2,-1.5,-1.5,-0.2,-0.4,1.2
Nc1ccccc1SC1CC(=O)N(Cc2ccccc2)C1=O (stereo unspecified),-1.0,0.6,-2.6,1.5,2.2,1.5,-3.5,1.0,3.4,-0.1,0.5
CC(=O)N1C[C@H]2CON(C)[C@H]2C[C@H]1c1cccc(-c2cc(Cl)cc(Cl)c2)c1,-1.4,-10.5,1.7,-4.1,-0.5,-0.7,-0.2,-2.1,-2.5,-1.0,-3.7
COc1ccc(C(CNC(=O)c2cccc(NS(=O)(=O)c3ccc(C)c(F)c3)c2)N(C)C)cc1 (stereo unspecified),-1.0,-27.5,3.5,-2.0,0.3,-1.1,-1.3,1.7,-2.0,0.8,-1.2
O=C(CNC(=S)N(Cc1ccccc1)Cc1ccccc1F)NCCc1ccc(Cl)cc1,-1.9,-25.8,-6.2,23.9*,-0.6,-2.6,-3.6,-1.9,0.9,-0.2,-4.7
CCC(=O)N1c2ccc(S(=O)(=O)N3CCOCC3)cc2CC1C (stereo unspecified),-0.9,-0.6,2.4,1.1,0.1,-1.2,1.3,3.5,-1.1,0.4,-1.6
CCOC(=O)n1c(SCC(=O)N(CC)CC)nc2ccccc21,-0.4,0.1,0.6,-5.1,0.9,-1.0,5.2,-0.4,1.3,-0.1,1.2
CC1(c2ccc(Cl)cc2)NC(=O)N(CC(=O)NCCC2=CCCCC2)C1=O (stereo unspecified),-0.7,-6.8,-1.7,2.8,-0.3,-0.2,1.2,-1.2,3.3,-0.5,-0.2
Fc1cc(Br)ccc1Nc1nc2ccccc2n2nnnc12,-0.2,-2.8,-2.4,-6.9,-0.7,2.1,-2.0,2.4,7.1,0.8,-1.9
COc1cc(NC(=O)NCC2CCN(Cc3ccc(C)cc3)CC2)cc(OC)c1OC,-0.9,-10.8,-5.9,6.2,0.1,-1.6,-2.9,-1.9,1.4,0.6,-1.2

New compounds follow
mol,ssDAF12 agonist,HGIII-sPLA2 inh,GC-B act,ADAM10 inh,DAX1 inh-1,FXN GAA850 act,NPR1 activator,hcDAF-12 act,hgDAF-12 ag,DAX1 inh-2,SMARCA2 activ
[O-][n+]1nc2ccccc2c2ccccc21,-0.4,7.2,-8.2,i,0.7,1.1,-5.0,-0.5,1.5,-0.3,2.3
CCCn1nc(C(=O)OCC(=O)Nc2ccc(C)cc2)c2ccccc2c1=O,-1.4,-8.5,0.6,-11.3,-1.6,0.1,-5.9,-1.5,4.3,-0.1,7.4
C/C(=N/NC(=O)c1ccc2c(c1)OCO2)c1cccc(NC(=O)C(C)(C)C)c1,0.2,6.2,3.5,12.6,0.9,-0.2,-1.2,1.2,9.4,0.1,-2.5
Cc1ccc(-c2nn(-c3ccccc3)cc2C(=O)NCCCN2CCOCC2)cc1,-0.6,-3.9,1.7,-7.8,0.4,1.0,-0.3,-1.3,4.1,0.0,3.6
O=C(NC1CC2CCCC(C1)N2C(=S)Nc1ccccc1)C1CC1 (stereo unspecified),-1.2,-0.8,1.6,-6.5,-0.7,1.4,4.5,1.7,1.2,-0.3,-1.2
COC(=O)C1=C(C)NC(=O)C1(Nc1nccs1)C(F)(F)F (stereo unspecified),-1.2,-3.5,1.0,5.7,0.6,-1.0,3.1,0.2,3.0,0.0,1.6
Cc1c(Cl)c([N+](=O)[O-])nn1CCCC(=O)NCCc1ccccc1,-0.6,-2.3,-6.3,-7.0,3.5,3.4,-4.5,0.5,3.3,1.6,2.9
O=C(Cn1nnc(-c2ccccc2)n1)NCc1ccc2c(c1)OCO2,-1.4,-1.4,-3.3,0.7,-0.6,1.2,1.1,0.2,1.1,0.0,0.3
CNc1cccc(-c2cc(OC)ccc2OC)n1,-1.1,-8.2,-1.6,-2.6,.,0.7,-2.1,-2.4,-0.2,-0.6,1.3
Cc1cc(S(=O)(=O)NCCCN2CCOCC2)ccc1Br,-1.0,-2.7,3.6,1.1,0.3,0.7,2.6,0.1,1.8,-0.8,-0.1
CCS(=O)(=O)N1CCN(c2ccc([N+](=O)[O-])c(N3CCOCC3)c2)CC1,-0.4,4.2,3.8,0.3,1.4,-0.8,0.4,-1.4,1.6,-0.9,1.7
Cc1cccc(C(=O)Nc2ccccc2SCC2CSc3nc4ccccc4c(=O)n32)c1 (stereo unspecified),-1.9,2.1,-5.2,-5.5,-1.7,-2.6,-4.7,-1.5,-9.8,-1.7,0.4
COC(=O)C1=C(C)N(Cc2ccccc2C(F)(F)F)C(=NCc2cc(OC)c(OC)c(OC)c2)NC1c1ccc(Cl)cc1 (stereo unspecified),0.7,-16.1,-18.0,-6.5,.,.,-24.6,-2.1,3.1,-1.0,-3.2
O=C(c1ccc2oc(CCCc3ccccc3)nc2c1)N1CCCCC1CO (stereo unspecified),-0.3,-6.5,4.9,2.9,1.4,6.6,4.7,1.2,7.5,3.8*,2.6
N/C(=N\OC(=O)COc1ccc2ccccc2c1Br)c1cccnc1,-1.0,0.7,1.1,-9.2,.,.,11.6,-1.1,-0.7,-1.2,-0.5

Rows are unselected. Share with any hit: about 6.6%.
